Bioassay records as filed in PubChem.
Giardia FBPA inh – Giardia lamblia aldolase inhibition. A8B2U2. purified Giardia FBPA. Potency, µM (doses to about 59.6 µM), for inactives: at the top dose activity, negative = inhibition, actives largely listed as inhibitors. hit rate 0.71% among 290,000. AID 2451; active = well fitted inhibition curve with a large enough effect; inconclusive = small, poorly fitted or top-dose-only effect, or effect the other way; also: nearly all actives have a fitted effect of over 55% in size
Target sequence (A8B2U2 whole entry, looked up): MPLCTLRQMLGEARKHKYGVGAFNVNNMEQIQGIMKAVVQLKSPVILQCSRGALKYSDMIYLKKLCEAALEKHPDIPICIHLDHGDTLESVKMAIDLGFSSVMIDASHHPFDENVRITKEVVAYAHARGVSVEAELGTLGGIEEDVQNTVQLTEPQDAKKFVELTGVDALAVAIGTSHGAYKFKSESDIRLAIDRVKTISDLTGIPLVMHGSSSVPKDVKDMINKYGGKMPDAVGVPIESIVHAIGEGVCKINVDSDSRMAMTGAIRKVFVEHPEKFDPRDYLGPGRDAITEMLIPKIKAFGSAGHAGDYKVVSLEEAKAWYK
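40 nM FBPA preincubated 10 min at RT with compound (up to 57.5 uM final), then substrate plus GAPDH/TPI/NAD/arsenate coupling and diaphorase/resazurin added. Fluorescence read after 20 min at RT, 525/598 nm.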
An asterisk follows results filed as active; ? = inconclusive; [ ] = remark or other dose. % is scaled to controls: 0 for no effect and ±100 for the full control effect; potency is read from the fitted curve at half-maximal effect.

SMILES	Giardia FBPA inh
CC(=O)OC1CC[C@]2(C)C(=CCC3C4CCC(C(C)CCCC(C)C)[C@]4(C)CCC32)C1 (stereo partly specified)	1.5%
O=C(Nc1ccccc1)N1CC[C@@]2(CCCN(C(=O)c3csnn3)C2)C1	0.0%
CC(C)CC1(C(=O)NCC2CC2)C=CCN1C(=O)c1ccccc1 (stereo unspecified)	-6.1%
CCCCNc1nc(C)nc2c1nc(-c1ccccc1)n2CCN1CCCCC1	0.9%
O=C(O)C(Cc1ccc2c(c1)oc1ccccc12)NCP(=O)(O)O (stereo unspecified)	?
C=C1C2=CC(=O)OC(c3ccoc3)[C@]2(C)CCC1[C@]1(C)C=CC(=O)C(C)(C)C1CC(=O)OC (stereo partly specified)	-11.6%
CCCCNC(=O)C(c1ccc(OCC(=O)OC)c(C(=O)OC)c1)N(Cc1ccccn1)C(=O)CCCCCN1C(=O)NC(c2ccc(-c3ccccc3)cc2)C(C(=O)OCc2ccccc2)=C1C (stereo unspecified)	-1.7%
COc1cccc(Cn2c(=O)c(-c3ccc(Cl)cc3)nc3cnc(N4CCOCC4)nc32)c1	-0.1%
COc1ccc2c(c1)OCC(Cc1ccc(OC)c(O)c1)C2=O (stereo unspecified)	0.7%
CC(C)CN1CC2(CCN(C(=O)c3cnccn3)CC2)C1	1.2%
N#CCCCS(=O)(=O)c1nnnn1C1CCCCC1	4.1%
C/C=C1/C2C=C(C)CC1(N)c1ccc(=O)[nH]c1C2 (stereo unspecified)	3.8%
CNc1nc(C#N)nc(Nc2ccccc2)n1	3.5%
CCN(CC)C(=O)N[C@H]1C=C2c3cccc4[nH]cc(c34)C[C@@H]2N(C)C1	-20.1%[21.7 µM]
CCOc1ccc2nc3cc(N)ccc3c(N)c2c1	?
C[C@H](N)C(=O)N[C@@H](Cc1ccc(F)cc1)C(=O)N[C@@H](CCCN=C(N)N)C(=O)N[C@@H](CC1CCCCC1)C(=O)N[C@@H](CCCCN=C(N)N)C(=O)N[C@@H](Cc1ccc(O)cc1)C(N)=O	3.2%
O=c1cccc2n1CC1CC2CN2CCCCC12 (stereo unspecified)	0.3%
COCC(=O)N1CCC2(CCN(Cc3cc(C(F)(F)F)cc(C(F)(F)F)c3)CC2)CC1	-1.4%
CCCCC[C@H](O)CC[C@H]1[C@H](O)CC(=O)[C@@H]1CCCCCCC(=O)O	2.0%
O=C(O)C1C2CCC(O2)C1C(=O)O (stereo unspecified)	-1.4%
N#Cc1cccc(-c2ccc3ncnc(N4CCNCC4)c3c2)c1	2.4%
Fc1ccc(Nc2ncnc3ccc(-c4ccoc4)cc23)cc1	-5.7%
C[C@@H](C[N+](C)(C)C)OC(N)=O	0.9%[21.7 µM]
COC(=O)[C@H](C)[C@H](CC(C)C)NC(=O)[C@H](C)[C@H](CC(C)C)NC(=O)c1ccccn1	4.1%
CCCCC[C@H](O)/C=C/C=C\C/C=C\C/C=C\CCCC(=O)O	1.7%

An excerpt of these results, in markdown.
| Molecule | Giardia FBPA inh |
| --- | --- |
| CC(C)CC1(C(=O)NCC2CC2)C=CCN1C(=O)c1ccccc1 (stereo unspecified) | -6.1% |
| COC(=O)[C@H](C)[C@H](CC(C)C)NC(=O)[C@H](C)[C@H](CC(C)C)NC(=O)c1ccccn1 | 4.1% |
| N#CCCCS(=O)(=O)c1nnnn1C1CCCCC1 | 4.1% |
| O=C(O)C1C2CCC(O2)C1C(=O)O (stereo unspecified) | -1.4% |
| CCCCC[C@H](O)/C=C/C=C\C/C=C\C/C=C\CCCC(=O)O | 1.7% |
| O=C(O)C(Cc1ccc2c(c1)oc1ccccc12)NCP(=O)(O)O (stereo unspecified) | ? |

Returning to the listing with the seven entries that preceded the break.
SMILES	Giardia FBPA inh
CCCCC[C@H](O)CC[C@H]1[C@H](O)CC(=O)[C@@H]1CCCCCCC(=O)O	2.0%
O=C(O)C1C2CCC(O2)C1C(=O)O (stereo unspecified)	-1.4%
N#Cc1cccc(-c2ccc3ncnc(N4CCNCC4)c3c2)c1	2.4%
Fc1ccc(Nc2ncnc3ccc(-c4ccoc4)cc23)cc1	-5.7%
C[C@@H](C[N+](C)(C)C)OC(N)=O	0.9%[21.7 µM]
COC(=O)[C@H](C)[C@H](CC(C)C)NC(=O)[C@H](C)[C@H](CC(C)C)NC(=O)c1ccccn1	4.1%
CCCCC[C@H](O)/C=C/C=C\C/C=C\C/C=C\CCCC(=O)O	1.7%
CCOC(=O)c1ncn2c1[C@@H]1CCCN1C(=O)c1cc(OC)ccc1-2	-1.9%
COc1cccc2c1N(C)C(=O)CC21C=CC(=O)C=C1	-5.6%
COc1cc2c(cc1OC)-c1c(OC)c(OC)c(CO)c3c1C(C2)N(C)CC3 (stereo unspecified)	?
CCCCCCN(C(=O)CCCCCN1C(=O)NC(c2ccc(C(F)(F)F)cc2)C(C(=O)OCc2ccccc2)=C1C)C(C(=O)NCCCC)c1ccc(OCC(=O)OC)c(C(=O)OC)c1 (stereo unspecified)	-5.6%
CCCC/C=C/C(NC(=O)c1cccs1)c1ccccc1 (stereo unspecified)	-0.2%
NC1=NCCN1CC(=O)O	9.3%
CC(=O)OC[C@@H]1O[C@H](C/C=N\O[C@@H](C)CN2CCCCc3nc(C)c(C)cc32)C=C[C@@H]1OC(C)=O	-4.7%[12.9 µM]
COc1ccc2c(c1)C(=O)[C@@H](OC(=O)NC1CCCC1)[C@H](c1ccc(OC)c(Br)c1)O2	1.4%
COc1ccccc1CNc1nc(-c2ccc3c(c2)OCO3)nc2ccccc12	-5.8%
O=C(Nc1cccc(F)c1)N1CCC2(CC1)CCN(C(=O)c1cnccn1)CC2	6.9%
CCCC[C@@H]1C[C@H]1C(NC(=O)c1ccc(C(F)(F)F)cc1)c1ccc(C(=O)OC)cc1 (stereo partly specified)	2.2%
Cc1ccc(SCC(Cc2ccccc2)N2CCN(CCc3ccccc3)CCC2=O)cc1 (stereo unspecified)	-5.3%
CCCCCCCC#Cc1ccccc1C(NC(=O)OC)C(C(=O)OC)C(=O)OC (stereo unspecified)	-2.0%[12.9 µM]
CN(C)c1ncc2nc(-c3cccc(C#N)c3)c(=O)n(C)c2n1	5.1%
COc1ccccc1N1CCN(C[C@@H](O)COc2cccc3ccccc23)CC1	-11.3%
COc1ccc2cc(C(C)CO)ccc2c1 (stereo unspecified)	0.7%
C=C(C)[C@H]1CC[C@]2(CO)CC[C@]3(C)[C@@H](CC[C@H]4[C@@]5(C)CC[C@@H](O)C(C)(C)[C@@H]5CC[C@@]43C)[C@H]12	-1.9%[21.7 µM]
COc1ccccc1C1=Nn2c(nnc2-c2ccccc2O)SC1	-4.0%
CC(=O)NC1C(O)C[C@@](O)(C(=O)O)OC1[C@@H](O)C(O)CO (stereo partly specified)	1.2%
Cn1cccc1C(=O)N1CCC[C@@]2(CCN(c3ccncc3)C2)C1	6.2%
Cc1cccc(CNc2cc(-c3ccccc3CN(C)C)ncn2)c1	-0.1%
C[C@@H]1C[C@@H]2[C@H]([C@H]3C=C(COC(=O)c4ccccc4)[C@@H](O)[C@]4(O)[C@@H](O)C(OC(=O)c5ccccc5)=C[C@@]14C3=O)C2(C)C	-6.7%
Cc1cccc(CNc2nc(-c3cccnc3)nc3ccccc23)c1	-10.2%
CC1Cc2cc3c(cc2C(c2ccc(N)cc2)=NN1)OCO3 (stereo unspecified)	-3.6%
C[C@@H]1NC(=O)[C@@H](C)COC(=O)[C@H](C)NC(=O)[C@@H](C)COC1=O	0.0%[12.9 µM]

Other results.
SMILES	Giardia FBPA inh
Cc1ccccc1-c1cncnc1N1CCNCC1	-3.7%
CNC(=O)C1(C(F)(F)F)C/C(=C\Cc2ccccc2)CCCO1 (stereo unspecified)	5.4%
CO[C@]1(NC(=O)CSCC#N)C(=O)N2C(C(=O)O)=C(CSc3nnnn3C)CS[C@H]21	?
C[C@H](NC(=O)CNC(=O)[C@@H](NC(=O)[C@H](Cc1ccccc1)NC(=O)CNC(=O)CNC(=O)[C@@H](N)Cc1ccccc1)[C@@H](C)O)C(=O)N[C@@H](CCCN=C(N)N)C(=O)N[C@@H](CCCCN)C(=O)N[C@@H](CO)C(=O)N[C@@H](C)C(=O)N[C@@H](CCCN=C(N)N)C(=O)N[C@@H](CCCCN)C(N)=O	5.0%
COc1ccccc1CCn1c(=O)c(-c2cn(C)c3ccccc23)nc2cncnc21	-4.8%
CC1(OC(=O)c2ccc(Cl)nc2)C(=O)C=C2C=C(c3ccsc3)OC=C2C1=O (stereo unspecified)	-1.1%
C=CC1=C2C=C(C3CC3)N(Cc3ccc4c(c3)OCO4)C=C2C(=O)C(C)(OC(=O)c2ccco2)C1=O (stereo unspecified)	-26.5%[12.9 µM]
O=S(=O)(CCc1ccccc1)c1nnnn1C1CCCCC1	-0.2%
CC(C)C[C@@H](CC(=O)N[C@@H](CCC(=O)O)CC(=O)O)NC(=O)[C@@H]1CCCC[C@H]1NC(=O)C[C@@H](NC(=O)C[C@H](CO)NC(=O)[C@@H]1CCCC[C@H]1N)C(C)C	-16.5%
CC(C)(C)NC[C@@H](O)COc1nsnc1N1CCOCC1	-0.2%
CNC(=O)Oc1ccc2c(c1)C1(C)CCN(C)C1N2C (stereo unspecified)	?
O=C(NCCc1c[nH]c2ccccc12)[C@H]1C[C@@H]1[C@H](NP(=O)(c1ccccc1)c1ccccc1)c1ccccc1	-0.1%
COc1ccc(CNc2ncncc2-c2ccccc2Cl)c(OC)c1	8.3%
Clc1ccccc1-c1ccc2ncnc(N3CCNCC3)c2c1	0.7%
CCC/C=C(\CCC)C(NC(=O)c1ccccc1)c1ccc(C(=O)OC)cc1 (stereo unspecified)	-0.6%
COc1cc(OC)c2c(C)cc(=O)oc2c1C(CCN1CCCCC1)c1ccc(N(C)C)cc1 (stereo unspecified)	-20.4%
N#CC(C#N)=NNc1cccc(Cl)c1	?
NC(=O)CF	4.6%
COC1C(O)C(OC2CC[C@]3(C=O)C4C(OC(C)=O)C[C@@]5(C)C(C6=CC(=O)OC6)CC[C@]5(O)C4CC[C@]3(O)C2)OC(C)C1OC(C)=O (stereo partly specified)	2.7%
NCCCC[C@H](NC(=O)[C@@H]1CCCN1C(=O)[C@H](CO)NC(=O)[C@H](CC(=O)O)NC(=O)CNC(=O)[C@H](CCCN=C(N)N)NC(=O)CN)C(=O)O	-2.2%
COC(=O)[C@@]1(C)CCC[C@@]2(C)c3ccc(O)c(C(C)C)c3CCC21 (stereo partly specified)	-7.0%
Cc1cc2oc(=O)cc(-c3ccccc3)c2c(C)c1-c1ccoc1	12.6%[89.2 µM]
CCCCCC(=O)/C=C/[C@H]1[C@H](O)CC(=O)[C@@H]1C/C=C\CCCC(=O)O	2.1%
O=C(c1ccncc1)N1CCC2(CC1)CN(c1ncccn1)C2	2.7%
COC(=O)[C@@]1(Cc2ccc(F)cc2)[C@H]2c3cc(C(=O)N(C)C)n(CCCNc4ccc(C(F)(F)F)cc4Cl)c3C[C@H]2CN1C(=O)c1ccccc1	-10.9%

Carrying on:
SMILES	Giardia FBPA inh
O[C@@H]1[C@@H]2c3cc4c(cc3CN3CCC(=C[C@@H]1O)[C@H]23)OCO4	-0.8%[21.7 µM]
CCCCCCCCCCCCCC(=O)O[C@H](CC(=O)O)C[N+](C)(C)C	4.6%
CC#CCN1c2ccccc2[C@]23C[C@@H](C(=O)OC)N(C(=O)c4cccs4)C2=NC(C(=O)OC)=C(C(=O)OC)[C@H]13	4.6%[12.9 µM]
O=C(NCNC(=O)N[C@H]1C(=O)NC(=O)N1CO)N[C@H]1C(=O)NC(=O)N1CO	-5.4%[21.7 µM]
COc1ccccc1C1OC(=O)CC1C(=O)OC[C@@H]1CCCN2CCCCC12 (stereo partly specified)	4.1%
CCN1C(=O)[C@H]2[C@@H]3[C@H](O)C=CC(=O)[C@H]3CC[C@H]2C1=O	-1.2%[12.9 µM]
CC(C)[C@H]1CC[C@@H](C)C[C@H]1O	11.3%
CC(=O)[C@@]1(O)[C@H](O)CC2C3CCC4CC(O)CC[C@]4(C)C3CC[C@@]21C (stereo partly specified)	-0.8%
C/C(=C\[C@@H](N)C(=O)O)CP(=O)(O)O	-3.4%
OCC1OC(O)C(O)C(O)C1O (stereo unspecified)	0.5%
CCCCCCCC1=Cc2ccccc2C(C(C(C)=O)C(=O)OC)N1C(=O)OC (stereo unspecified)	5.4%[12.9 µM]
CN1C2CCCC1CC(=O)C2	-7.4%
CN(C)c1ncc2ncc(=O)n(C)c2n1	-8.2%
CC(C)[C@@H]1[C@H]2CC[C@H](C2)[C@H]1N	3.6%
Oc1ccc(-c2c(-c3ccccc3)nn3c(C(F)(F)F)cc(C(F)(F)F)nc23)cc1	-15.4%
Cc1noc(C)c1-c1nc(NCc2cccs2)c2ccccc2n1	-7.1%
N#Cc1cccc(-c2nc3cnc(Nc4ccccc4)nc3n(C[C@H]3CCCO3)c2=O)c1	-0.2%
COC(=O)N1CCC[C@@]2(CCN(C(=O)Nc3cccc(F)c3)C2)C1	-2.7%
Cn1c(=O)c(-c2ccc(F)cc2)nc2cncnc21	5.9%
Fc1ccc(Nc2ncncc2-c2ccccc2C(F)(F)F)cc1	-4.4%
CC[C@H](C)[C@H](NC(=O)OCC1c2ccccc2-c2ccccc21)C(=O)O	21.7%
COc1cc(C(=O)O[C@@H]2CC3CC[C@]2(C)C3(C)C)ccc1O	-6.4%
NCCCCC(N)C(=O)NC(Cc1ccc(O)cc1)C(=O)NC(CCCCN)C(=O)O (stereo unspecified)	-3.0%
COc1ccc(C2/C=C\CN(C(=O)C3CCCC3)C(C)C(=O)N2Cc2ccc(F)cc2)cc1 (stereo unspecified)	-1.5%
NCC#Cc1ccccc1	-1.6%
COc1ccc(COC2OC[C@]3(C)[C@H]4C5=C(CN3C(=O)OC(C)(C)C)[C@H](C)C(CO)C(CO)C5CC[C@@H]24)cc1 (stereo partly specified)	-5.0%
CNC(=O)[C@@]1(C)C=C[C@@H](Cc2ccccc2)N1C(C)=O	-0.3%

An excerpt (hit frequency here may not be typical).
